# Compound activity (PubChem)
# TcdB inh – inhibitors of Clostridioides difficile toxin B glycohydrolase; P18177; AID 652162; actives 0.24% (n = 350,000); TcdB glycohydrolase enzymatic assay, plate reader; inhibition, % at 9.99 µM; in the data active = inhibition above about 10%
# MazF activator – increases E. coli MazEF RNase cleavage of RNA; FAM/BHQ RNA-DNA oligo cleavage fluorescence, 5 h; activation, % at 20 µM; P0AE70; actives 0.32% (n = 350,000); in the data active = activation above about 50%
# Target sequence (P0AE70 whole entry, looked up): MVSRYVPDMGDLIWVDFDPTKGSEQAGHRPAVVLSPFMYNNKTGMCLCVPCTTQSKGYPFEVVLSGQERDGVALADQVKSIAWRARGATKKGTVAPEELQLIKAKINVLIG
# Y pestis TopoI – Y. pestis Topo-I inhibition via cleavage products; Y. pestis Topo-I cleavage product accumulation, plate reader; activity, % at 10 µM; actives 0.064% (n = 360,000); AID 504884; in the data active = activity above about 50%, passing the limit was not always enough; inconclusive = no clear call, values can overlap the other calls; note: inactives centre near 2
# Rv3671c inh – inhibits the M. tuberculosis serine protease Rv3671c | P9WHR9 | inhibition, % at 5.96 µM | actives 0.048% (n = 320,000) | AID 2606; in the data active = inhibition above about 38%;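 note: extracellular domain of Rv3671c used as enzyme; 0% = enzyme with DMSO and 100% = no enzyme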
# Target sequence (P9WHR9 whole entry, looked up, the tested form may be a part): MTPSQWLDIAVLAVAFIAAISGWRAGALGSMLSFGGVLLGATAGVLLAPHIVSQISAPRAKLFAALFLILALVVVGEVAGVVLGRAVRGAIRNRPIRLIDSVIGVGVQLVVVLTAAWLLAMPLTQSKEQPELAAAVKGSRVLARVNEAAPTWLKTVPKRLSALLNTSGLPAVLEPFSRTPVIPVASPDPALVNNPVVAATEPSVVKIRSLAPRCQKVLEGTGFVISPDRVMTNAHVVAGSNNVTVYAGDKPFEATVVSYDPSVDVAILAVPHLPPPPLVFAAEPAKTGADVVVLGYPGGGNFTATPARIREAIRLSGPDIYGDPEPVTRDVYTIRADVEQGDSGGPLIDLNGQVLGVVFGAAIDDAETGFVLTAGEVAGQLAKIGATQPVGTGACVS
# SSB-PriA inh – blocks PriA binding to SSB C-terminal tail | AlphaScreen SSBct-PriA binding, biotinylated peptide | inhibition, % at 33 µM | actives 0.6% (n = 430,000); in the data active = inhibition mostly above about 37%, no sharp cut-off; inactive = mostly below about 20%;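 note: plate controls were negative control peptide for no effect and reference peptide for full effect; strong numbers were not always called active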
# 3CLpro inhibitor – SARS-CoV 3CLpro protease inhibition; inhibition, % at 6 µM; actives 0.14% (n = 290,000); recombinant SARS-CoV 3CLpro, quenched FRET peptide cleavage; AID 1706; in the data active = inhibition above about 12%
# PrPC TRFRET – reduces human prion protein on the cell surface. P04156. cell surface PrPC, TR-FRET read-out. inhibition, % at 13.8 µM. actives 0.43% (n = 370,000). AID 720596; in the data active = inhibition above about 24%; note: 0% = median of the test wells and 100% = reference compound wells
# VHR inh abs – blocks human VHR1 dual specificity phosphatase; recombinant VHR phosphatase, pNPP absorbance; inhibition, % at 13.3 µM; actives 0.52% (n = 290,000); P51452; in the data active = inhibition above about 50%; note: some compounds called inactive have numbers as strong as hits
# Target sequence (P51452 whole entry, looked up): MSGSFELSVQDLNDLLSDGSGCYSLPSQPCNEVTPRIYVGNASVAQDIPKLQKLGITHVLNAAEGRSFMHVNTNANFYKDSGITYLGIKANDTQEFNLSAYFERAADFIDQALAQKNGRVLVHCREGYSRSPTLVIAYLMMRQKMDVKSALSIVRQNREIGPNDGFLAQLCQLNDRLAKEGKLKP
# BH1578 lux ind – inducers of Vibrio cholerae quorum light production without autoinducers | V. cholerae BH1578 lux reporter, luminescence, 6 h | activation, % at 18.7 µM | actives 0.16% (n = 350,000); in the data active = activation mostly above about 9.7%, no sharp cut-off; inconclusive = no clear call, values can overlap the other calls; inactive = mostly below about 3.7%; note: not every result past the cut was called active; inactives centre near 0; reference of the scale not given here
# CCHFV vOTU inh – blocks the CCHF virus ovarian tumor domain protease | CCHFV vOTU protease, Pep-AMC fluorescence | inhibition, % at 11.5 µM | actives 0.55% (n = 370,000); in the data active = inhibition above about 30%; note: 0% = vehicle wells with enzyme and 100% = no enzyme wells
# * marks the source's active call; other numbers are inactive results; i = inactive; ? = inconclusive; . = no result given; & = joins results of further samples. Not all compounds are listed. The share of hits here may be higher or lower than overall.
SMILES,TcdB inh,MazF activator,Y pestis TopoI,Rv3671c inh,SSB-PriA inh,3CLpro inhibitor,PrPC TRFRET,VHR inh abs,BH1578 lux ind,CCHFV vOTU inh
O=C(NCCOc1ccccc1)c1ccc2c(c1)S(=O)(=O)c1cc(Cl)ccc1C2=O,0.7,6,2,12,3,.,-11,.,0.6,14
CCOc1ccc(-n2ccnc2SCC(=O)Nc2nnc(C)s2)cc1,.,1,-5,-2,0&-8,2,-4,30,-0.3,6
CNC(=S)Nc1ccc(-c2nc3ccc(C)cc3s2)cc1,0.5,2,7,1,-13,0,12,19,-0.3,-16
CCCCc1nnc(NC(=O)c2ccc(OCc3c(C)noc3C)cc2)s1,0.2,-6,-6,.,-5,.,9,.,-2.4,-7
COc1ccc(-c2nc(-c3ccccc3OC)no2)cc1OC,.,-4,0,-1,-17,-5,2,-7,-0.3,9
CN(C(=O)Cn1nc(C(=O)O)c2ccccc2c1=O)C1CCCCC1,0.0,2,-12,1,-2,.,-4,.,i,-6
Cc1cc(C(=O)OCC(=O)NCCc2ccc(S(N)(=O)=O)cc2)c2ccccc2n1,-0.8,4,-4,-3,7,.,1,.,i,-2
CCOc1cccc(C(=O)Nc2ccc3c(c2)OCCO3)c1,4.1,4,-2,-10,2,4,-2,5,-0.9,7
CC(NC(=O)COC(=O)Cc1ccc(-c2ccccc2)cc1)c1ccccc1 (stereo unspecified),.,-7,31,-11,-19,-1,6,-2,-0.3,-2
CC(Sc1nc2cc([N+](=O)[O-])ccc2n1-c1cccc(C(F)(F)F)c1)C(=O)NC(N)=O (stereo unspecified),0.8,-6,-3,-3,-6,5,2,-10,-1.4,8
CC(CCc1ccc(O)cc1)NCc1ccc(Cl)cc1Cl (stereo unspecified),1.4,-13,4,6,-7,0,2,-25,-0.4,-12
C1=C(c2ccco2)N2CCN=C2S1,1.0,9,1,-1,-2,1,-1,-8,i,6
CCN(CC)S(=O)(=O)c1ccc(NC2c3ccccc3C(=O)N2CCN2CCOCC2)cc1 (stereo unspecified),-0.3,0,-2,-1,-1,-7,-1,-10,-0.3,-4
COC(=O)C1=C(O)CSC1=Nc1ccc(C)cc1,1.2,6,3,0,-1,-2,0,-4,-3.4,-13
CCc1ccc(CN2CCSCC2)cc1,-1.0,9,1,1,3,-1,8,9,-0.4,-3
O=C1N(Cc2ccccc2F)c2ccccc2C12OCCCO2,.,0,13,-2,-19,2,3,6,-0.2,-8
CCOC(=O)C1=C(COC(=O)COc2ccc(C(=O)CC)cc2)NC(=O)NC1C (stereo unspecified),-1.6,0,0,4,4,.,7,.,-10,12
O=C(COC(=O)COc1ccc(Cl)cc1)Nc1ccc(F)c([N+](=O)[O-])c1,.,0,-6,5,-1,2,-14,1,-0.2,1
Cn1c(CC(=O)Nc2ccccc2F)nnc1SCC(=O)Nc1nncs1,0.6,-1,4,-2,-5,5,1,36,i,14
O=C(CN(c1ccc(Cl)cc1)S(=O)(=O)c1ccccc1)N/N=C/c1ccco1,.,5,0,-1,.,2,3,30,-0.5,3
COC(=O)Nc1nc(-c2ccccc2)c(C(=O)c2ccc(Cl)cc2)s1,.,52*,22,3,-11,-3,-1,13,i,3
COc1cc(N)c(Cl)cc1C(=O)OCC(=O)N1CCCCCC1,-0.6,8,-6,-5,3,.,-5,.,-2.7,-5
COc1ccc(OC)c(NC(=O)C2(C)CCN2C(=O)CCC2CCCC2)c1 (stereo unspecified),1.2,.,35,.,.,.,-1,.,i,-3
CCCCC(=O)N(C)c1c(CC)nc2c(OCC(=O)c3ccc(Cl)cc3Cl)cccn12,2.0,.,3,.,.,.,-2,.,i,28
O=C(Oc1ccc(N2C(=O)C3C4CCC(C4)C3C2=O)cc1)c1ccco1 (stereo unspecified),1.7,2,6,5,10,3,-2,14,i,19
OCC1CCCN(C(=S)Nc2ccc(OC(F)F)cc2)C1 (stereo unspecified),-8.1,6,-6,-7,-3,1,6,-4,-0.2,-6
CC(=O)NCCNC(=O)C1CCCCN1S(=O)(=O)c1ccccc1 (stereo unspecified),-0.5,0,-2,-8,-33,2,-5,18,i,2
Cc1nc2ccc(Cl)cc2c(-c2ccccc2)c1CC(=O)O,3.6,-2,16,2,-12,7,-2,-10,i,12
O=C1OCCN1C(=O)[C@H]1[C@H](c2ccc(Cl)cc2)C(c2ccccc2)=NN1c1ccc(Br)cc1,-0.2,-4,-15,.,-27,.,6,.,-1.5,-82
CNC(=O)C1Cc2ccccc2CN1S(=O)(=O)c1ccc(OC)c(OC)c1 (stereo unspecified),1.5,3,-3,-2,-15,0,-2,2,-0.2,-11
O=C(COC(=O)CCN=C1NS(=O)(=O)c2ccccc21)NC1CCCCCCC1,0.4,5,11,0,-21,5,2,5,-0.4,-12
C[C@@H]1CN([C@@H](C)CO)C(=O)Cc2cc(NC(=O)C3CCCCC3)ccc2O[C@H]1CN(C)S(=O)(=O)c1ccccc1,0.7&0.6,1,21,-7,-10,.,9,.,0.6,8
CCOC(=O)N1CCN(S(=O)(=O)c2cn(C)c(=O)n(C)c2=O)CC1,-0.3,9,5,-15,2&0,-6,-4,52*,-1.0,-1
Cc1ccc(N(CC(=O)N2CCc3ccccc3C2)S(C)(=O)=O)cc1,0.7,8,17,-10,-13,0,3,-32,-0.9,-6
CC(=O)C[C@@H](O)CC(=O)[C@H]1OC(=O)[C@H](C)CCCCc2ccccc21,-0.1,5,3,3,-19,.,7,.,i,-2
NS(=O)(=O)c1ccc(NC(=O)N[C@@H](Cc2ccccc2)C(=O)O)cc1,.,-6,-1,.,-12,1,5,1,i,21
CCOc1ccccc1CNC(=O)c1nn(CC)cc1[N+](=O)[O-],0.7,-3,8,2,4,3,-3,8,-0.2,5
CC(C)Oc1ccc(/C=N/NC(=O)C2CCCN2S(=O)(=O)c2ccc(Cl)cc2)cc1 (stereo unspecified),.,3,21,4,.,8,.,-13,-0.4,.
COc1ccccc1C1CCN(Cc2c(C)[nH]c3ccccc23)CC1,1.6,17,-3,-2,10,-1,4,-3,-0.2,2
Nn1c(Cc2cccc3ccccc23)nnc1SCCOc1ccc(F)cc1,.,-1,-9,-2,-2,-2,16,4,-0.3,-2

# 4 successive entries already listed:
SMILES,TcdB inh,MazF activator,Y pestis TopoI,Rv3671c inh,SSB-PriA inh,3CLpro inhibitor,PrPC TRFRET,VHR inh abs,BH1578 lux ind,CCHFV vOTU inh
CCOc1ccccc1CNC(=O)c1nn(CC)cc1[N+](=O)[O-],0.7,-3,8,2,4,3,-3,8,-0.2,5
CC(C)Oc1ccc(/C=N/NC(=O)C2CCCN2S(=O)(=O)c2ccc(Cl)cc2)cc1 (stereo unspecified),.,3,21,4,.,8,.,-13,-0.4,.
COc1ccccc1C1CCN(Cc2c(C)[nH]c3ccccc23)CC1,1.6,17,-3,-2,10,-1,4,-3,-0.2,2
Nn1c(Cc2cccc3ccccc23)nnc1SCCOc1ccc(F)cc1,.,-1,-9,-2,-2,-2,16,4,-0.3,-2

# (cont.)
SMILES,TcdB inh,MazF activator,Y pestis TopoI,Rv3671c inh,SSB-PriA inh,3CLpro inhibitor,PrPC TRFRET,VHR inh abs,BH1578 lux ind,CCHFV vOTU inh
COc1ccc(S(=O)(=O)N(C)CC(=O)Nc2ccc3c(c2)OCO3)cc1,.,-5,-2,-8,-3,-3,-2,19,1.2,-4
COc1ccccc1C(=O)NCCC(=O)NCC1COc2ccccc2O1 (stereo unspecified),1.4,-4,14,5,-15,.,-1,.,11,2
Cc1nnc(SCC(=O)NC(=O)NCCC(C)C)s1,0.2,-7,-1,9,-15,2,2,17,0.2,7
CCOC(=O)c1ccc(S(=O)(=O)N2CCN(C(C)=O)CC2)cc1,0.4,-2,?,5,2,-2,2,33,-0.3,-20
O=C(CCS(=O)(=O)c1ccccc1)N(CCCN1CCOCC1)c1nc2c(F)cccc2s1,1.3,6,17,-9,-3,.,3,.,-3.7,-1
O[C@H]1C[C@H](c2ccc(Cl)cc2)N(CC2CCCCC2)C[C@@H]1n1cc(-c2ccc(F)cc2)nn1,-0.9,3,5,.,.,.,1,.,-0.6,6
COC(=O)c1ccc(C23CC4(C2)[C@H](CN(Cc2ccc(C(F)(F)F)cc2)[C@@H]4c2ccccc2)C3c2ccccc2)cc1 (stereo partly specified),.,-7,8,-3,0,.,.,26,i,.
COc1ccc(NC(=O)CSc2nnc3n2CCCCC3)cc1S(=O)(=O)N(C)C,1.3,8,-11,.,.,.,1,.,0.3,-9
COc1ccc2[nH]c(=O)c(CN(CC3CCCO3)C(=O)Nc3ccc(F)cc3)cc2c1 (stereo unspecified),.,5,-4,.,-8,-5,2,-20,-0.2,6
CC(/C=N/NC(=O)c1cccs1)=C\c1ccccc1,0.9,1,11,-3,.,4,1,8,-0.6,19
CCCn1c(=O)c(C(=O)NCc2ccc3c(c2)OCO3)c(O)c2ccccc21,0.4,9,-1,.,-17,5,-1,5,-0.6,-4
O=C(Cn1nc(-c2ccccc2)ccc1=O)NCc1ccc2c(c1)OCO2,0.2,-6,8,-6,-16,-3,2,21,-6.7,-8
CCC(=NCCC(c1ccccc1)c1ccccc1)c1c(O)n(C)c(=O)n(C)c1=O,.,-4,20,-4,-3,6,9,-15,-3.8,6
c1csc(CNc2ncnc3ccc(-c4ccc5c(c4)OCO5)cc23)c1,0.7,7,-3,-20,-1,.,-2&5&6,.,i,6
Cc1[nH]ncc1-c1nc2ccccc2[nH]1,1.5,6,5,5,1,-2,-8,7,i,-1
Cc1cc(C)c(S(=O)(=O)N2CCN(C(=O)c3cc4ccccc4oc3=O)CC2)c(C)c1,1.1,7,8,-1,5,.,2,.,0.0,13
COc1ccc(NC(=O)CSc2nnnn2C2CCCCC2)cc1,-0.3,-1,4,-11,-20,-3,10,29,-1.2,8
CCN1C[C@@H]2[C@@H]3C(=O)N(C)C(=O)[C@@H]3[C@](C)(C1=O)N2C(=O)c1ccc(Cl)cc1,0.1,5,-14,.,-9,.,-8,.,i,-1
COc1cccc(CN(C)C(=O)c2cc(S(=O)(=O)N3CCCC3)ccc2C)c1OC,1.5,4,-2,-2,-4,.,-6,.,0.7,7
OC[C@@H]1CN(Cc2cccc(C(F)(F)F)c2)C[C@H](n2cnc3c(NCc4ccco4)ncnc32)O1,-0.1,.,20,.,.,.,-3,.,-0.2,1
CCn1c(=O)cc(SCC(=O)N2CCN(c3ccccc3OC)CC2)c2ccccc21,.,-1,21,-1,5,2,-2,-1,i,-1
COCCNC(=O)c1cc2c3ccccc3n(C)c2s1,.,2,23,2,-6,2,0,32,i,0
Cc1cc(C)n2c(Br)c(CN3CC4CC(C3)c3cccc(=O)n3C4)nc2n1 (stereo unspecified),1.8,-6,4,-10,-5,0,-12,4,-0.2,4
CCOc1ccc(NC(=O)CSC(N)=O)cc1,.,-4,3,-3,0,0,-3,6,i,-1
Cc1ccc(C(=O)c2cncc(Br)c2)cc1,.,3,12,-7,-21,4,-1,5,i,-1
CCOC(=O)C1=C(CNCc2ccccc2Cl)NC(=O)NC1c1ccc2c(c1)OCO2 (stereo unspecified),.,-1,18,-9,6,-3,5,4,-0.3,10
COC(=O)CSC(C)C(=O)Nc1nnc(C(C)C)s1 (stereo unspecified),-0.4,0,0,-8,-12,-2,-5,11,-0.2,3
Cc1ccc(C(=O)NC2CCCCCC2)cc1N1CCCC1=O,.,-3,4,1,2,-1,-1,14,.,4
CCOC(=O)c1cc(NC(=O)c2cccs2)ccc1N1CCOCC1,0.7,11,2,-10,6,-2,-2,20,i,0
CC1(C(=O)NS(=O)(=O)c2ccccc2)CCN1C(=O)COc1ccc(Cl)cc1 (stereo unspecified),-0.1,.,10,.,.,.,2,.,-0.1,-5
Cc1nc2sccn2c(=O)c1S(=O)(=O)N1CCN(c2ccccc2F)CC1,0.4,.,4,.,.,.,-3,.,-0.2,27
Cc1ccc(CN(C(=O)CNC(=O)c2cccs2)C(C(=O)NCC2CCCO2)c2ccccc2)cc1 (stereo unspecified),.,2,-7,-1,12,4,-9,2,i,-15
